From PubChem
USP1 inh = USP1/UAF1 (human) deubiquitinase inhibition; O94782; recombinant USP1/UAF1, Ub-Rhodamine cleavage fluorescence; Potency, µM (top dose mostly 57.1 µM), for inactives: top-dose activity change, negative = inhibition, most hits filed as inhibitors; 390,000 compounds, 0.23% hits; AID 743255; note: potency is the fitted concentration of half-maximal effect; % is set by controls: 0 for no effect and ±100 for the full control effect; nearly all actives have a fitted effect of over 60% in size; inactives centre near -12
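USP1/UAF1 complex at 1 nM was preincubated with compound for 15 min at room temperature, then Ub-Rho substrate (150nM final) was added. Fluorescence (480/540 nm) was read kinetically, 6 reads every 60 seconds.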
RXFP1 agonist = activates the human relaxin receptor RXFP1; HEK293T-RXFP1 cAMP TR-FRET, 30 min; response scale: percent of porcine relaxin response, buffer zero; Potency, µM (titrated, usually from 57.5 µM), inactives show top-dose activation, usual class: activators; 370,000 compounds, 0.3% hits; note: potency is the fitted concentration of half-maximal effect; % is set by controls: 0 for no effect and ±100 for the full control effect; nearly all actives have a fitted effect of over 60% in size; many of its hits are not listed in these tables
Target sequence (Q9HBX9 whole entry, looked up): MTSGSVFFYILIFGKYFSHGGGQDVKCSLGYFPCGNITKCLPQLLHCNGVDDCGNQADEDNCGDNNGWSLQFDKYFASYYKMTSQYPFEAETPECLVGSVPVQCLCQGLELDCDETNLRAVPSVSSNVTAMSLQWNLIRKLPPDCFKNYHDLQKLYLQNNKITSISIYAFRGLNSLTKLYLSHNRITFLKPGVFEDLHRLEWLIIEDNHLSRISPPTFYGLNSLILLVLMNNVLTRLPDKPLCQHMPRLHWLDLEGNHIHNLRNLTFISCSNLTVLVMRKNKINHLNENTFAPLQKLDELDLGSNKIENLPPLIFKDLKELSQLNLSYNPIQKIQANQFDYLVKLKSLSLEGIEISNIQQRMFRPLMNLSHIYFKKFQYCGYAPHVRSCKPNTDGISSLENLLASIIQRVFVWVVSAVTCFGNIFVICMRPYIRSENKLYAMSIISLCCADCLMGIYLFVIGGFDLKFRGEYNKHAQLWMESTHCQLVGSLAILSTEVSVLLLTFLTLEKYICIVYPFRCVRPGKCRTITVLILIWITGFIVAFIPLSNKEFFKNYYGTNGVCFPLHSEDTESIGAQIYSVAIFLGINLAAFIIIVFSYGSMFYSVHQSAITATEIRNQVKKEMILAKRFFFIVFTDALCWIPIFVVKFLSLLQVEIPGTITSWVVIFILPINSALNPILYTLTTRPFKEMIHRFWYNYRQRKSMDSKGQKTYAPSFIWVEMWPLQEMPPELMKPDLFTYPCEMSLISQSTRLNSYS
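HEK293 cells stably expressing RXFP1, treated 30 min at 37C with compounds plus PDE4 inhibitor Ro 20174; cAMP measured by HTRF TR-FRET. Normalized to buffer and 29 nM porcine relaxin; EC50 by Hill fit.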
IDH1 R132H inh = human IDH1 R132H inhibition; 390,000 compounds, 0.093% hits; IDH1-R132H enzyme, NADPH consumption, diaphorase/resazurin fluorescence; Potency, µM (highest dose often 76.6 µM), for the others: at the highest dose activity change, negative = inhibition, actives largely listed as inhibitors; O75874; note: potency is the fitted concentration of half-maximal effect; % is set by controls: 0 for no effect and ±100 for the full control effect; nearly all actives have a fitted effect of over 65% in size
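IDH1-R132H (0.5 ug/mL) preincubated 30 min with compound, then NADPH (0.016 mM) and alpha-KG (2 mM) added; 80 min at RT, pH 7.5. Remaining NADPH coupled via diaphorase/resazurin to fluorescence (540/590 nm); concentration-response curves normalized to no-enzyme control.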
Vif-A3F inh = blocks the Vif interaction with APOBEC3F | Potency, µM (doses to about 46.1 µM), for inactives: at the top dose activity, negative = active | AID 602313 | HeLa A3F-eYFP + Vif (tagged APOBEC3F with the HIV-1 protein that degrades it), YFP fluorescence increase | 390,000 compounds, 0.2% hits; note: potency is the fitted concentration of half-maximal effect; % of control where 0% means no effect; nearly all actives have a fitted effect of over 65% in size
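HeLa cells stably expressing A3F-eYFP plus Vif, plated and incubated overnight at 37 deg C, then exposed to compounds overnight at 37 deg C. Blocked degradation read as raised yellow fluorescence (Ex 488/Em 500-530).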
GRP78 ERSR act = ER stress response induction in glioma | U87-MG GRP78 promoter luciferase reporter, 16 h | AID 602332 | 420,000 compounds, 0.02% hits | Potency, µM, without a hit: top-dose activation, actives largely listed as activators; note: potency is the fitted concentration of half-maximal effect; series mostly up to about 76 µM; % of control where 0% means no effect; nearly all actives have a fitted effect of over 35% in size
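ERSR induction read as luciferase luminescence (Bright-Glo, 10 min at room temperature) in stably transfected human U87-MG glioma cells exposed to compounds for 16 h, using GRP78 as sensor.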
Vif-A3G inh = blocks the Vif interaction with human APOBEC3G; Q9HC16; HeLa A3G-eYFP + Vif (tagged APOBEC3G with the HIV-1 protein that degrades it), YFP fluorescence, overnight; Potency, µM (titrated, usually from 46.1 µM), for inactives: at the top dose activity, negative = active, usual class: inhibitors; 410,000 compounds, 0.076% hits;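 note: potency is the fitted concentration of half-maximal effect; % is set by controls: 0 for no effect and ±100 for the full control effect; nearly all actives have a fitted effect of over 60% in size; hits raise eYFP signal because A3G escapes Vif-driven loss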
Target sequence (Q9HC16 whole entry, looked up): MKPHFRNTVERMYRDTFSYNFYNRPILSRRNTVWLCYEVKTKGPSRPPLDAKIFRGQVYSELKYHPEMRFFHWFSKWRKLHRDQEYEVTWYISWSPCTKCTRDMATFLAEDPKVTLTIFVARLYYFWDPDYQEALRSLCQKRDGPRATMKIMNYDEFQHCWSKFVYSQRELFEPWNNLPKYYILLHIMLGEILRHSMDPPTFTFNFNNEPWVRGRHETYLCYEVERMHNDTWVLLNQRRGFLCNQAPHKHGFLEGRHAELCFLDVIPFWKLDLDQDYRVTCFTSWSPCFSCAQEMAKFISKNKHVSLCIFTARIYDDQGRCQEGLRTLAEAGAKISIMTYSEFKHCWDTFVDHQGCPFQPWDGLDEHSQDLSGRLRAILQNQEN
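HeLa cells stably expressing Vif and C-terminally eYFP-tagged A3G, seeded overnight at 37 deg C, then exposed to compound by pintool overnight at 37 deg C. Rise in yellow fluorescence (Ex 488/Em 500-530, Acumen) marks blocked Vif-driven A3G degradation.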
LDHA inh = blocks human lactate dehydrogenase A; AID 1347041; purified LDHA, NADH/diaphorase-resazurin fluorescence; hits give low values; 480,000 compounds, 0.15% hits; P00338; activity change, % (values are at about 110 or 230 µM); in the data active = activity change below about -30%; inconclusive = mostly about -25% to -30%;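 note: plate controls were DMSO wells for no effect and wells without enzyme for full effect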
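LDH5 2 nM; NADH 0.06 mM, pyruvate 0.2 mM; 200 mM Tris pH 7.4, EDTA, Tween-20; 5 min RT. Detection: diaphorase 0.133 mg/mL + resazurin 37 µM, fluorescence ex540/em590 at 0 and 20 min; normalized to enzyme-free and DMSO wells.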
TrxR1 substrate = is turned over as a substrate by rat TrxR1. AID 588456. 390,000 compounds, 0.01% hits. Potency, µM (titrated, usually from 114 µM), for inactives: at the top dose activity change, negative = substrate turnover. purified TrxR1 substrate turnover, NADPH consumption readout; note: potency is the fitted concentration of half-maximal effect; % is set by controls: 0 for no effect and ±100 for the full control effect; nearly all actives have a fitted effect of over 50% in size
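Rat TrxR1, dispensed at 90 nM, was prereduced with 400 uM NADPH (final) for 5 min at ~22 deg C, then incubated with compound 15 min before 400 uM selenite. A first-read NADPH fluorescence drop versus no-compound background flagged substrates.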
PI4K2A block = PI4K2A (human) kinase inhibition | purified PI4K2A, ADP-Glo luminescence, 1 h; hits give low values | activity change, negative = inhibition, % at 76.9 µM | 420,000 compounds, 0.13% hits | AID 1346378; in the data active = activity change below about -50%; inconclusive = mostly about -30% to -49%;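 note: -100% = wells without enzyme as full effect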
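PI4K2A activity was measured by ADP-Glo luminescence: enzyme (4 ug/mL stock) and phosphatidylinositol (1.2 mM stock) in Tris pH 7.5/MgCl2/EGTA/Triton X-100 buffer were reacted with ATP (300 microM stock) for one hour at ambient temperature.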
Active calls of the source: *; ? = inconclusive; · = no result given; & = joins results of further samples; [ ] = another dose, or the depositor's remark. Unless noted, calls come from the whole dose curve; as a rule, active = well fitted curve in the direction sought with a large enough effect; inconclusive = small, poorly fitted or top-dose-only effect, or another doubt; inactive = no such curve, though single readings can be large; an effect the other way counts as inactive or inconclusive. A portion of the library, so the mix of outcomes need not match the whole.

SMILES	USP1 inh	RXFP1 agonist	IDH1 R132H inh	Vif-A3F inh	GRP78 ERSR act	Vif-A3G inh	LDHA inh	TrxR1 substrate	PI4K2A block
Cc1ccccc1NC(=O)/C(C#N)=C/c1ccsc1	-13%	1.3%	8%	-5%	5%	0%	-1	-5%	15
CC1=C(C(=O)Nc2ccccc2)C(c2ccc(O)cc2)N2C(=O)CSC2=N1 (stereo not drawn)	-7%	2.5%	-6%	0%	-2%	2%	-12	0%[57.1 µM]	-9
CCCCC(=O)N/N=C(\C)c1cccc(NC(=O)C2CC2)c1	-14%	-0.4%	5%	2%	0%	-5%	-4	-8%	7
COC(=O)Cc1c(C)c2ccc(OC(C)C)cc2oc1=O	-18%	4.8%	4%	3%	8%	-1%	0	339%[activator]	1
COc1ccc(C(C#N)=C2C=C(Cl)C(=NO)C=C2Cl)cc1	?	·	?	-14%	0%	-16%	2	·	-3
Cc1cc(=O)n2c(C)n[nH]c2n1	-4%	-0.3%	9%	8%	4%	-1%	-3	6%[57.1 µM]	1
CCN(CC)S(=O)(=O)c1ccc(N2CCN(c3ccccc3O)CC2)nc1	-6%	1.0%	4%	-3%	-3%	7%	13	0%	-1
O=C(NCC(c1ccco1)N1CCCCC1)c1ccc2c(c1)S(=O)(=O)c1ccccc1C2=O (stereo not drawn)	-11%	-1.5%	-8%	0%	0%	3%	1	-8%	-2
O=c1c2sccc2nc(SCc2cc(=O)n3ccccc3n2)n1-c1ccc(Br)cc1	-18%	3.4%	5%	1%	-3%	0%	-4	27%	2
COc1cc(C(O)c2nc3ccccc3n2C(C)C)cc(OC)c1OC (stereo not drawn)	-2%	-1.0%	3%	2%	1%	-1%	-4&3	-1%	2
COc1cccc(CNC(=O)c2cc(S(=O)(=O)N3CCCCC3)cn2C)c1	?	1.9%	-3%	-1%	-2%	-1%	6	4%[57.1 µM]	2
Cc1cccc(-c2nnc(SC(C)C(=O)N3CCOCC3)o2)c1 (stereo not drawn)	-22%	-0.4%	-12%	0%	12%	-9%	-7	1%	1
O=c1c2c3nc4ccccc4nc3n(CCN3CCOCC3)c2ncn1CCN1CCOCC1	-20%	·	4%	-8%	0%	-1%	-1	0%	1
O=C(NC1C2CC3CC(C2)CC1C3)c1ccc2c(c1)OCO2 (stereo not drawn)	-5%	0.4%	0%	1%	5%	-2%	-7	-4%	-21
O=C(Nc1cccc2cccnc12)c1cccc2c(Br)cccc12	-25%	6.0%	12%	-1%	-3%	-2%	1	9%[11.4 µM]	8
Cc1c(C)c(C)c(C(=O)C2CCN(c3ccc([N+](=O)[O-])cn3)CC2)c(C)c1C	-9%	-1.8%	4%	7%	0%	3%	-3	2%[57.1 µM]	-2
O=C(COCc1cc(-c2cccs2)on1)Nc1cc(C(F)(F)F)ccc1Cl	-7%	4.3%	-4%	2%	-3%	3%	4	-12%	3
O=C(COc1ccccc1Cl)Nc1cc(-c2ccccc2F)nn1-c1ccccc1	-26%	11%	6%	-5%	-3%	0%	2	0%[57.1 µM]	-3
Cc1c(NC(=O)c2ccccc2F)cccc1-c1nc2cccnc2s1	19%	-1.5%	-27%	-8%	0%	2%	-1	-9%	-10
Cc1cc(/C=C2\SC(=S)NC2=O)c(C)n1-c1ccccc1	-18%	0.5%	-20%	?	-4%	-22%	-5	-6%[11.4 µM]	-5
O=C(/C=C/c1cc([N+](=O)[O-])ccc1OC(F)F)NCc1ccc(F)cc1	-3%	0.3%	2%	7%	-6%	0%	-5	7%[57.1 µM]	4
COc1ccc(C(=O)NC2=NCCS2)cc1S(=O)(=O)N1CCOCC1	-21%	·	-4%	-6%	-4%	0%	-5	·	5
CCOC(=O)c1cnc2c(-c3ccc(Cl)cc3)cnn2c1C	-10%	2.5%	-3%	2%	5%	8%	-5	13%	-1
CCC1(c2ccccc2)NC(=O)N(C)C1=O (stereo not drawn)	-7%	0.2%	-7%	-5%	-1%&-8%	1%	-8	-15%	6
CCOc1ccccc1NC(=O)CN1CCCCCC1	-16%	0.4%	3%	6%	-2%	2%	-15	-1%[57.1 µM]	4
COc1ccc(C(=O)NC(C(=O)NCc2ccccc2OC)C(C)C)cc1 (stereo not drawn)	-25%	-0.6%	-10%	2%	2%	1%	-7	-5%	-2
Cc1cccc(-c2nc(C#N)c(NC3CCCCC3)o2)c1	?	-0.3%	-1%	3%	6%	-4%	-5	43%[activator][57.1 µM]	2
Cn1c(CSCc2ccc(Cl)cc2)n[nH]c1=S	-6%	0.4%	-4%	-17%	-2%	-9%	-3	1%	-1
Cc1ccc2c(c1)C1(OCCCO1)C(=O)N2CC(=O)NN	-4%	·	2%	3%	-5%	0%	-5	1%	0
CCCc1cc(C(=O)N2CCCN(C)CC2)cs1	-27%	0.2%	-7%	-4%	1%	4%	-1	4%	-1
O=C1CCC([N+](=O)[O-])C(c2ccccc2C(F)(F)F)N1 (stereo not drawn)	-18%	0.3%	6%	0%	-1%	2%	-3	7%	-4
COCCC(C(=O)Oc1c(C(C)(C)C)cc(C)cc1C(C)(C)C)c1ccccc1 (stereo not drawn)	-14%	-1.1%	10%	6%	1%	-17%	0	-8%[57.1 µM]	14
C[C@H](CO)N1C[C@H](C)[C@@H](CN(C)CC2CC2)Oc2c(NS(=O)(=O)c3ccc(F)cc3)cccc2C1=O	-4%	·	7%	8%	-1%	0%	1	-2%	3
CC(C)C(=O)Nc1cccnc1	?	1.7%	7%	-4%	-5%	1%	-8	4%[2.29 µM]	-4
Cc1oc(/C=N/NS(=O)(=O)c2ccccc2)cc1Br	-14%	-0.3%	0%	-20%	-1%	-13%	-6	-16%	-1
COc1ccccc1NC(=O)C1=C(C)Nc2c(C(=O)Nc3ccc(F)cc3)cnn2C1c1cccc([N+](=O)[O-])c1 (stereo not drawn)	-25%	-1.7%	-4%	-9%	-3%	-6%	-9	-7%	1
Cc1cc(C)nc(N2CCN(C(=O)CCC(=O)Nc3nnc(CC(C)C)s3)CC2)n1	-7%	-0.4%	-7%	-6%	-8%	-10%	-5	10%	2
O=C(c1ccnc(Cl)c1)N1CCCC(Nc2ccc(F)cc2)C1 (stereo not drawn)	6%	-0.1%	-2%	2%	-2%	3%	-3	-2%	-4
Cc1sc(NC(=O)CSc2ncn(-c3ccccc3)n2)nc1-c1ccccc1	-15%	-0.1%	4%	-4%	1%	0%	-5	2%	-3
O=c1c2ccccc2nc(SCc2nnc(-c3ccccc3)o2)n1-c1ccc(F)cc1F	-29%	0.0%	5%	-8%	-2%	-10%	1	12%[57.1 µM]	10
O=C(Cc1cccc([N+](=O)[O-])c1)Nc1ccccc1	-12%	·	-2%	-5%	3%	2%	-5	·	-2
CCOCCOC(=O)COC(=O)c1ccccc1NC(=O)c1ccccc1	-20%	0.1%	6%	-4%	-1%	-9%	-15	0%	-3
Cc1ccc(CNC(=O)CCSCc2ccccc2F)cc1	-13%&-13%	4.6%&1.0%	-10%&1%	-7%&2%	-2%&-3%	4%&3%	4&2	-3%&6%[57.1 µM]	-1&4
CCc1cc(C(=O)NNC(=S)NC(C)c2ccccc2)cs1 (stereo not drawn)	-5%	3.9%	6%	-1%	-2%	-1%	7	0%	4
Cc1cc(Br)ccc1OCCN1CCCC1	0%	-1.2%	-3%	-1%	-2%	-1%	?	0%	1
N#Cc1cc(C#N)c(SCC(=O)N2CC(=O)Nc3ccccc32)nc1N	-14%	?	10%	?	-3%	-29%	2	-5%	9
COc1ccc(CCNC(=O)C2CC(=O)N(CCc3ccccc3)C2)cc1OC (stereo not drawn)	-22%&14%	-1.4%&6.8%	20%&3%	12%&5%	-5%&-2%	2%&4%	0&-2	5%	3&-5
CCNc1nc(Oc2ccc(C(=O)OCC)cc2)nc(SC)n1	-5%	1.4%	9%	-2%	-3%	-7%	-2	2%	3
Cc1ccc(S(=O)(=O)N2CCCc3cc(NS(=O)(=O)c4ccccc4)ccc32)cc1	-10%	3.3%	-6%	-15%	-3%	-6%	-6	1%[57.1 µM]	2
O=C(Cn1ccc2ccccc2c1=O)NCCC(=O)Nc1cccc(Cl)c1	-8%	-4.7%	1%	4%	-3%	-1%	-8	10%[57.1 µM]	0
COc1ccc(N2CCN(S(=O)(=O)c3cc(Br)cnc3N)CC2)cc1	-4%	25%	-15%	13%	-1%	5%	-8	2%	2
COc1ccccc1NC(=O)c1ccc(COc2ccc(C)c(C)c2)o1	-24%	1.6%	7%	-3%	0%	-2%	-2	6%	1
CC(C)NC(=O)C(c1ccc(F)cc1)N(C(=O)CCC(=O)Nc1ccccn1)C1CCCCC1 (stereo not drawn)	-3%	-0.8%	-4%	2%	-3%	0%	-4	2%[57.1 µM]	-2
O=C(COC(=O)c1cccc(F)c1)Nc1ccc2c(c1)OCCO2	-2%	0.7%	-10%	4%	3%	1%	-11	-3%	-4

Molecules shown so far containing a CF3 group, in the order listed:
SMILES	USP1 inh	RXFP1 agonist	IDH1 R132H inh	Vif-A3F inh	GRP78 ERSR act	Vif-A3G inh	LDHA inh	TrxR1 substrate	PI4K2A block
O=C(COCc1cc(-c2cccs2)on1)Nc1cc(C(F)(F)F)ccc1Cl	-7%	4.3%	-4%	2%	-3%	3%	4	-12%	3
O=C1CCC([N+](=O)[O-])C(c2ccccc2C(F)(F)F)N1 (stereo not drawn)	-18%	0.3%	6%	0%	-1%	2%	-3	7%	-4
